# SSB-PriA inh: inhibitors of Klebsiella pneumoniae PriA binding to SSB C-terminal tail, primary screen, biochemical, AlphaScreen | PriA–SSB C-terminal tail interaction (Klebsiella pneumoniae) | AlphaScreen SSBct-PriA binding, biotinylated peptide | inhibition, % at 33 µM | 430,000 tested, 0.6% active | AID 1272365, 2023; in the data active means inhibition mostly above about 37%, no sharp cut-off; inactive means mostly below about 20%;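 further: plate controls were negative control peptide for no effect and reference peptide for full effect; strong numbers were not always called active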
# Numbers without * were called inactive; & = joins results of further samples. The list is partial (hit frequency here may not be typical).
mol	SSB-PriA inh
O=C(CCS(=O)(=O)c1ccccc1)NCC#CCOc1ccc2c(c1)OCO2	-8
CC(C)(C)c1cc(C(=O)O)nc2ncnn12	4
Cc1ccc(C)c(S(=O)(=O)NCc2ccc(C(=O)Nc3ccc4c(c3)OCCO4)cc2)c1	-1
Cc1nn(C)c(C(=O)NN=Cc2cc3c(cc2Br)OCO3)c1Br	-16
Cc1ccc(NC(=O)c2nnn(-c3cccc(F)c3)c2C)c(C)c1	1
Cc1cc(N2CCC(NC(=O)c3cc(-c4ccc(F)cc4)n[nH]3)CC2)n[nH]1	1
CCOC(=O)c1sc2nc(-c3ccccc3)cc(-c3ccccc3)c2c1N=Cc1cc(I)cc(I)c1O	-2
O=[N+]([O-])c1ccc(OCC2CO2)c([N+](=O)[O-])c1 (configuration not stated)	3
Cc1cc(NC(=O)C2CCCN(c3cc(-n4cncn4)ncn3)C2)no1 (configuration not stated)	-10
COc1ccc(S(=O)(=O)NCC[C@H](O)C2CCOCC2)cc1Cl	1
CC(C)(C)NS(=O)(=O)c1ccc(NC(=O)Cn2cncn2)cc1	0
CCOC(=O)c1c(NC(=S)NC(=O)c2ccc(C(=O)OC)cc2)sc(OC(=O)CC)c1C	-7
O=C(Cc1cccs1)Nc1ccccc1-c1csc(-c2ccccc2F)n1	-10
O=C(COc1ccc(Cl)cc1Cl)NC1CC(O)C(CO)C1 (configuration not stated)	-2
O=C(NC(Nc1ccccc1F)C(=O)c1ccccc1)c1ccco1 (configuration not stated)	2
O=C(c1ccccc1)c1cc(Br)ccc1NC(=O)c1cccc2ccccc12	-1
Brc1ccc(Cn2c(CN3CCCC3)nc3ccccc32)cc1	2
O=C(Nc1nnc(Cc2cccs2)o1)c1cc2ccccc2o1	4
COC(=O)CC1SC(=O)N/C1=N\NC(=O)c1ccncc1 (configuration not stated)	-11
CSc1nc2ccc(NC(=O)Cc3ccccc3)cc2s1	-9
CCCCCCCCOc1ccc(/C=C/C(=O)N2CCOCC2)cc1	0
CCc1ccc(NC(=O)CC(C)=NNC(=O)OCc2ccc(OC)cc2)cc1	-3
O=S(=O)(Cc1noc2ccccc12)NCC(F)(F)F	-4
CCc1ccc(S(=O)(=O)n2ccc(C)n2)cc1	-15&-3
COCC(=O)N1N=C(c2ccc(NS(C)(=O)=O)cc2)C[C@H]1c1ccco1	-10

# (listing goes on)
mol	SSB-PriA inh
Cc1ccc(C)c(-c2nnc(NC(=O)c3ccccc3Cl)o2)c1	-6
COc1ccc(CC(=O)NCCn2ccc3ccccc32)cc1	2
O=C(NC1CCN(c2ccc(-c3cccc(F)c3)nn2)CC1)c1ccncc1	-8
COCCCNC(=S)NN=Cc1cccc(OC)c1O	-2
COc1ccc(Cl)cc1C(=O)N1CC(S(=O)(=O)CC(C)C)C1	4
S=c1nc2c(n[nH]1)[nH]c1ccccc12	-11
CCCCC(=O)Nc1nc(-c2ccccn2)cs1	50*
O=C(CN1C(=O)CCC1=O)Nc1ccccc1-c1cn2ccccc2n1	-7
NS(=NS(=O)(=O)c1ccccc1)c1ccc([N+](=O)[O-])cc1 (configuration not stated)	-4
Cc1nc(-c2ccccc2NC(=O)c2cc(=O)[nH]c3ccccc23)cs1	-11
O=C(Nc1cnc(-n2ccnc2)nc1)c1ccc(Br)o1	-15
O=C(NN=Cc1cn(-c2ccccc2)nc1-c1cccs1)c1ccncc1	-10
NC(=O)c1oc2ccccc2c1NC(=O)C(=O)NCc1ccc(F)cc1	-12
CCOC(=O)CSc1nc2cc(C(=O)OC)ccc2c2nc3ccccc3n12	7
COCCCNC(=O)Cn1c(=O)n(Cc2ccc(C(=O)NCc3ccccc3Cl)cc2)c(=O)c2ccccc21	3
O=C(C[n+]1ccccc1)NN=Cc1ccccc1Cl	1
O=C(NCCc1ncc(-c2cccs2)[nH]1)c1ccc2c(c1)OCO2	-10
O=C1CCc2cc(NC(=O)c3ccccc3Br)ccc2N1	3
O=C(c1c(F)cccc1F)N1CCN(CCn2ccnc2)CC1	-7
COc1cc(C2C(=C(O)c3ccc4c(c3)OCCO4)C(=O)C(=O)N2CCN2CCOCC2)cc(OC)c1OC (configuration not stated)	2
COc1ccc(NC(=O)CN2C(=O)/C(=C3\SC(=S)N(C(C)C)C3=O)c3ccccc32)c(OC)c1	5
O=C(CSc1ccccc1)Nc1ccc(N=Nc2ccccc2)cc1	23
COC(=O)c1cc(-c2ccc(C)cc2C)n[nH]1	-9
COc1cc(NC(=O)c2ccc(=O)n(Cc3cccc(F)c3)n2)cc(OC)c1	-5
COc1cc(C=NNC(=O)c2ccc(CN(C)S(=O)(=O)c3ccc(C)cc3)cc2)ccc1O	-9

# Next part:
mol	SSB-PriA inh
CCN(CC)S(=O)(=O)c1cccc(C(=O)NN=Cc2ccc(O)c(O)c2O)c1	20
COc1ccc(S(=O)(=O)NCC2(c3ccsc3)CCCC2)cc1C	-18
CC(=O)N1CCc2c(sc3nc(SCC(=O)N4CCCCCC4)n(-c4ccccc4)c(=O)c23)C1	5
O=C(Cc1csc2nc(-c3ccccc3)cn12)N1CCN(Cc2ccccc2)CC1	3
COc1ccc(C(C[N+](=O)[O-])c2c(-c3ccccc3)n(C)c3ccccc23)cc1 (configuration not stated)	8
O=C(CSc1nc2c(-c3ccccc3)c[nH]c2c(=O)n1C1CC1)Nc1ccc2c(c1)OCO2	-15
COC(=O)c1ccc(NC(=O)C(=O)NCC2CCN(C(=O)c3ccoc3)CC2)cc1	0
COc1ccccc1OCCNC(=O)c1[nH]c2ccccc2c1NC(=O)c1ccc(Cl)cc1	15
COc1ccc2nc(N(/N=C\c3cccs3)C(=O)c3cccc(F)c3)sc2c1	-5
Cc1nc2ccc(NC(=O)CCCc3ccccc3)cc2c(=O)n1-c1ccc(F)cc1	4
Clc1ccccc1CSc1ccc(-n2cccn2)nn1	-4
O=C(NCc1ccccc1Cl)C(=O)NCC(c1cccnc1)N1CCc2ccccc2C1 (configuration not stated)	10
CC(=NNc1nc(N2CCCCC2)nc(N2CCOCC2)n1)c1ccccc1O	-13
O=S(=O)(NCCOc1cccc(C(F)(F)F)c1)c1cc(F)ccc1F	-12
O=C(CSc1ccc(-c2ccccn2)nn1)Nc1ccc2c(c1)OCCO2	16
CC(=O)N1CCc2ccc(NS(=O)(=O)c3cccs3)cc21	2
COc1ccccc1C(=O)N1CCC(c2nnc(-c3ccc(F)cc3)o2)CC1	-13
CC(=O)c1ccc(NC(=O)CN2CCC(Cn3c(C(F)(F)F)nc4ccccc43)CC2)cc1	-8
Cc1nn(C2CCS(=O)(=O)C2)c2nc(-c3cccs3)cc(C(=O)Nc3ccc4c(c3)OCO4)c12 (configuration not stated)	6
COC(=O)c1scc(C)c1NN=C(C)c1cc(F)c(Cl)cc1F	-6
Cc1cc(F)ccc1S(=O)(=O)NCc1cnn2c1CCCC2	-14
O=C(O)CN=C1CC(c2ccccc2)CC(=O)C1=C(O)CCCN1C(=O)c2ccccc2C1=O (configuration not stated)	-2
COc1cccc(NC(=O)NCC(c2ccc3c(c2)CCN3C)N2CCCCC2)c1OC (configuration not stated)	21
Cc1cc(NC(=O)c2cccs2)n(C(C)C)n1	-4
CCN(CC)CCNc1nc2ccccc2[nH]1	-9

# Next section:
mol	SSB-PriA inh
Cc1ccc(S(=O)(=O)NN=Cc2cc(Br)c(C)o2)cc1	0
CS(=O)(=O)Nc1ccc(-c2cc(/C=C3\SC(=N)NC3=O)c[nH]c2=O)cc1	-7
COCC(=O)N1CCCc2ccc(NC(=O)C3CC=CCC3)cc21 (configuration not stated)	-13
CC(c1ccccc1)n1c(C2CCCO2)nc2ccccc21 (configuration not stated)	0
C[C@](O)(CNC(=O)Cc1cccs1)c1ccc(-c2ccccc2)cc1	-16
Nn1cnnc1SC1CCCCC1NS(=O)(=O)c1ccc(Cl)cc1 (configuration not stated)	-5
CN(C)C(CNC(=O)C(=O)NC1CCCC1)c1cccs1 (configuration not stated)	-13
O=C(NN=C/C=C/c1ccccc1)NC1CCCCC1	-21
CNC(=O)CS(=O)(=O)C1CCN(C(=O)CCc2ccc(C(F)(F)F)cc2)CC1	4
Cc1ccc(O[C@H]2CCN(S(=O)(=O)c3c(C)noc3C)C2)nn1	-9
C/C(C=NNC(=O)c1cc(-c2cccs2)[nH]n1)=C\c1ccccc1	4
C=CCNc1oc(-c2ccccc2C)nc1S(=O)(=O)c1ccc(C)cc1	4
COC(CNC(=O)Nc1cccc(C(F)(F)F)c1)c1ccc(C)s1 (configuration not stated)	12
CO[C@@H](CNC(=O)C1c2ccccc2Oc2ccccc21)c1ccc(Cl)s1	-12
COc1ccccc1CNC(=O)C(=O)NCCCN1CCCC1=O	1
O=C1C(Nc2ccccc2)=CC(=NS(=O)(=O)c2cccs2)c2ccccc21	26
O=C(Nc1cnn(C2CCOC2)c1)c1c(F)cccc1Cl (configuration not stated)	7
COCCN(Cc1ccsc1)C(=O)c1cc(C)oc1C	-13
CCC(=O)Nc1ccc(S(=O)(=O)NCCCn2nc(-c3ccncc3)ccc2=O)cc1	-20&-7
COc1ccc(S(=O)(=O)C2CN(C(=O)c3ccc4nsnc4c3)C2)cc1	-6
CC(O)(CNS(=O)(=O)Cc1ccccc1Cl)Cc1ccco1 (configuration not stated)	4
CCc1ccc(-c2cc3c(SCC(=O)Nc4cc(Cl)ccc4OC)nccn3n2)cc1	-6
COc1ccc(Nc2n[nH]c3nc(C)cc(=O)n23)cc1	-8
CSc1nn(CC(=O)Nc2ccc(F)c(F)c2)c(N)c1S(C)(=O)=O	-2
O=C(Nc1c(C(=O)c2ccc3c(c2)OCCO3)oc2ccccc12)c1cccs1	-2

# A draw from above in order of SMILES length, rising:
mol	SSB-PriA inh
COCCN(Cc1ccsc1)C(=O)c1cc(C)oc1C	-13
CN(C)C(CNC(=O)C(=O)NC1CCCC1)c1cccs1 (configuration not stated)	-13
COCC(=O)N1CCCc2ccc(NC(=O)C3CC=CCC3)cc21 (configuration not stated)	-13
CCc1ccc(-c2cc3c(SCC(=O)Nc4cc(Cl)ccc4OC)nccn3n2)cc1	-6

# The listing picks up, repeating the 4 entries before the break.
mol	SSB-PriA inh
CCc1ccc(-c2cc3c(SCC(=O)Nc4cc(Cl)ccc4OC)nccn3n2)cc1	-6
COc1ccc(Nc2n[nH]c3nc(C)cc(=O)n23)cc1	-8
CSc1nn(CC(=O)Nc2ccc(F)c(F)c2)c(N)c1S(C)(=O)=O	-2
O=C(Nc1c(C(=O)c2ccc3c(c2)OCCO3)oc2ccccc12)c1cccs1	-2
CC(C)c1cc(=O)n(CC(=O)O)cn1	-16
Cc1csc(NC(=NS(=O)(=O)c2ccccc2)c2ccccc2)n1	-2
Cc1ccc(S(=O)(=O)CCCC(=O)Nc2nc3c(F)cccc3s2)cc1	11
Cc1csc(C(=O)N2CCC(Oc3ccc(C)nn3)CC2)c1	-14
O=C(Cc1ccc(F)cc1)Nc1ccc(SCC(=O)N2CCCC2)nn1	-10&-6
O=C(O)c1nc2ccccc2[nH]1	-9
O=S(=O)(c1ccc2c(c1)OCCO2)N1CCSC1c1ccsc1 (configuration not stated)	-4
COc1ccc2c(c1)CCCC2(O)CNC(=O)c1ccc(C(F)(F)F)nc1 (configuration not stated)	-13
O=C(NN=Cc1cccc(F)c1)c1c(O)c2c([nH]c1=O)CCCC2	-9
COc1ccc2c(c1OC)C(=O)N(c1ccc(Cl)cc1)C2	-12
O=C(CSc1ccc(-c2ccc(-n3ccnc3)cc2)nn1)NCc1ccccc1Cl	1
CCCCCCCCOc1cccc(OCC(=O)Nc2ccc(S(N)(=O)=O)cc2)c1	6
CN(C)S(=O)(=O)c1ccc(-c2nnc(NC(=O)/C=C/c3ccccc3)o2)cc1	0
CNCC(O)COc1ccc(C)cc1 (configuration not stated)	0
COc1ccc(Cl)cc1C(=O)N1CCN(c2ccc3nnc(C4CC4)n3n2)CC1	-16
CS(=O)(=O)c1ccc2nc(N3CCNCC3)sc2c1	-8
COc1ccc(S(=O)(=O)N2CCC(C(=O)Nc3ccc4c(c3)C(=O)NC4=O)CC2)cc1	-3
O=C(NN=Cc1cccc([N+](=O)[O-])c1)C1COc2ccccc2O1 (configuration not stated)	-2
O=C(c1ccccn1)N1CCN(c2ccc3nnc(C4CC4)n3n2)CC1	-6
CC(C)S(=O)(=O)c1ccc(C(=O)N2CCNC(=O)C2(C)C)cc1	-14&1
Cc1ccc(NC(=O)CN2CCC(C(=O)NCc3cccs3)CC2)cc1	-4
COc1ccc(-n2nncc2SCC(=O)N(c2ccccc2)C(C)C)cc1	-18
O=C(CCc1ccccc1F)NCCc1ccsc1	3
O=C(Cc1cccs1)NCCc1csc(-n2cccn2)n1	-20
COC(=O)c1ccc2c(=O)n3nc(Nc4ccc(C)c(C)c4)sc3nc2c1	7

# Continuation:
mol	SSB-PriA inh
COc1ccc(NC(=O)Cc2c(C)nc(SCc3ccccc3F)[nH]c2=O)cc1Cl	-18
O=C(Nc1ccc2c(c1)N(C(=O)C1CCCC1)CC2)c1ccc(F)cc1Cl	-1
Cn1c(/C=C(\C#N)c2nc3ccccc3s2)ccc1-c1cccc(Cl)c1	8
Cn1nc(CN(Cc2ccco2)S(=O)(=O)c2ccc(C(F)(F)F)cc2)c2c1CCC2	-5

# Taken from above.
# For SSB-PriA inh, Cc1cc(NC(=O)C2CCCN(c3cc(-n4cncn4)ncn3)C2)no1 (configuration not stated) has -10
# For SSB-PriA inh, O=C(Cc1cccs1)Nc1ccccc1-c1csc(-c2ccccc2F)n1 has -10

# Compound activity: PubChem, Small Molecule Screening Facility, UW Madison
